GAA glycogen – inhibitors or activators of human alpha-glucosidase glycogen cleavage; P10253; recombinant GAA, glycogen substrate, Amplex Red glucose oxidase fluorescence; Potency, µM (top dose mostly 76.4 µM), without a hit: at the top dose activity change, negative = inhibition, most hits filed as inhibitors; hit rate 0.38% among 300,000;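 also: potency is read from the fitted curve at half-maximal effect; 0% = full enzyme reaction and -100% = no-enzyme basal signal; the screen sought inhibitors and activators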
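Recombinant enzyme (4 nM final) with compounds titrated up to 77 uM and bovine liver glycogen (30 ug) in citrate pH 5.0, 0.01% Tween-20, 37 C 40 min. Released glucose detected by Amplex Red/glucose oxidase (Ex 573/Em 610); AC50 from Hill fits.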
HTT aggregate – mutant huntingtin aggregation inhibition; PC12 HttQ103-GFP aggregates, Acumen cytometry, 40 h; Potency, µM (doses to about 46.1 µM), for inactives: at the highest dose activity change, negative = inhibition, usual class: inhibitors; hit rate 1.1% among 220,000; also: potency is read from the fitted curve at half-maximal effect; % is scaled to controls: 0 for no effect and ±100 for the full control effect; nearly all actives have a fitted effect of over 60% in size
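Read-out: GFP aggregate count by laser scanning cytometer (488 nm excitation, 500-530 nm emission, 1–25 µm objects >6 SD above background). Cells: PC12, inducible HTTex1-Q103-GFP, 100 nM tebufenozide; compounds titrated.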
aGlu spleen mod – inhibits or activates alpha-glucosidase in human spleen homogenate; P10253; human spleen homogenate, 4-MU-alpha-glucoside fluorescence; Potency, µM (doses to about 79.9 µM), without a hit: at the top dose activity change, negative = inhibition, hits mostly inhibitors; hit rate 0.006% among 240,000;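 also: potency is read from the fitted curve at half-maximal effect; 0% = enzyme with vehicle and -100% = no enzyme basal signal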
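Human spleen homogenate (1 ug) with 4-methylumbelliferyl-alpha-D-glucopyranoside (1 mM final) in 50 mM citrate/phosphate pH 5.0, 0.01% Tween-20; 40 min at 37 C. Stopped at pH 10; 4-MU fluorescence Ex 365/Em 440 nm; AC50 by Hill fit.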
HTT ATP protect – protects HTT-Q103 PC12 cells, measured by ATP; PC12 HTT-Q103 induced, cytoprotection, ATP luminescence, 40 h; Potency, µM (series often up to 56.4 µM), for inactives: cytoprotection (ATP increase), most hits filed as activators; hit rate 0.14% among 230,000; AID 1471;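 also: potency is read from the fitted curve at half-maximal effect; % of control where 0% means no effect; nearly all actives have a fitted effect of over 45% in size; toxic huntingtin expression switched on by the ecdysone agonist tebufenozide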
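Huntington model: PC12 line, ecdysone-inducible HTTQ103 exon1–GFP, tebufenozide 100 nM. Test articles in a dose series. Endpoint luminescence from cellular ATP.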
GAA inhib – inhibitors of human lysosomal alpha-glucosidase; P10253; purified human GAA, 4-MU-alpha-glucoside fluorescence; Potency, µM (top dose mostly 76.9 µM), for the others: top-dose activity change, negative = inhibition, hits mostly inhibitors; hit rate 0.005% among 200,000; AID 1466;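 also: potency is read from the fitted curve at half-maximal effect; plate controls were uninhibited enzyme wells for no effect and no-enzyme background for full effect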
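AC50 values come from Hill fits of compound titrations (up to 77 uM) against 4 nM human enzyme. Substrate 4-methylumbelliferyl-alpha-D-pyranoside at 400 uM, pH 5.0 citrate buffer, 20 min room temperature; fluorescence Ex 365/Em 440 after alkaline stop.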
Lamin A splicing – modulators of lamin A splicing | Potency, µM (highest dose often 46.1 µM), for inactives: at the highest dose ratio change, negative = inhibition, hits mostly inhibitors | hit rate 0.01% among 200,000 | HeLa LMNA splicing GFP/RFP minigene ratio, 48 h; active = well fitted inhibition curve with a large enough effect in the signal ratio, with a control signal flat, not every such curve was filed as active; inconclusive = small, poorly fitted or top-dose-only effect, or effect the other way, or a change in a side signal; the % refers to the signal ratio; also: potency is read from the fitted curve at half-maximal effect; % is scaled to controls: 0 for no effect and ±100 for the full control effect
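Read-out is the ratio of GFP to DsRed2 object intensity, acquired by 488 nm laser-scanning cytometry on HeLa lamin A-EGFP minigene reporter cells. Compound incubation 48 hrs at 37 °C in Opti-MEM with 2% FBS; DMSO 0.5% final.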
CBFb-RUNX1 inh – blocks binding between human CBF-beta and RUNX1. AlphaScreen CBFb-His/RUNX1-biotin binding, biochemical. Potency, µM (titrated, usually from 59.8 µM), for the others: at the top dose activity, negative = inhibition, actives largely listed as inhibitors. AID 1477. 230,000 tested, under 10 active; also: % of control where 0% means no effect
Target sequence (Q01196 whole entry, looked up): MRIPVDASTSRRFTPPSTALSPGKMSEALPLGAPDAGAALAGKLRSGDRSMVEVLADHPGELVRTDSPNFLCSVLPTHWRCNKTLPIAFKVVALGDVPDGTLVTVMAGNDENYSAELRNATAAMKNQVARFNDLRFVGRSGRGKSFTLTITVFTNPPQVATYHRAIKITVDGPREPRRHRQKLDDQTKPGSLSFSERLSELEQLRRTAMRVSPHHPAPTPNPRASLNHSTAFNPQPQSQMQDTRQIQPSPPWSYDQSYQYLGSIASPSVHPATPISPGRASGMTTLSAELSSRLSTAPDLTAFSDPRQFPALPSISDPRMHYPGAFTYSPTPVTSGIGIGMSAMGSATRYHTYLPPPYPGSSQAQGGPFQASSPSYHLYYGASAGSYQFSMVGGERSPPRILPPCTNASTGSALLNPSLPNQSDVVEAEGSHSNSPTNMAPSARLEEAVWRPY
Target sequence (Q13951 whole entry, looked up): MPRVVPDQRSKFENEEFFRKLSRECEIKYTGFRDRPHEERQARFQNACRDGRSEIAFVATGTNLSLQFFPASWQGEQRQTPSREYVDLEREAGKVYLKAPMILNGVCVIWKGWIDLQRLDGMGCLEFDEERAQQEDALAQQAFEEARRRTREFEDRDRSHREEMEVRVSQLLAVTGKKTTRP
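Compounds were screened at multiple concentrations against a preformed CBF-beta(His)/RUNX1(biotin) complex (30 nM of each) for 15 min at room temperature, followed by 90 min with nickel and streptavidin beads and AlphaScreen reading.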
* hit, by the source's call; ? = inconclusive; · = no result given; & = joins results of further samples; [ ] = dose if it differs, or a comment. Unless noted, calls follow the shape of the dose curve; as a rule, active = well fitted curve in the direction sought with a large enough effect; inconclusive = small, poorly fitted or top-dose-only effect, or another doubt; inactive = no such curve, though single readings can be large; an effect the other way counts as inactive or inconclusive.

Letter code: A = GAA glycogen; B = HTT aggregate; C = aGlu spleen mod; D = HTT ATP protect; E = GAA inhib; F = Lamin A splicing; G = CBFb-RUNX1 inh
CCOc1ccc(-n2c(C)cc(/C=N\NC(=O)CC(=O)NC3CCCCC3)c2C)cc1
  A = -3%	B = -8%	C = 0%	D = -8%[10 µM]	E = 1%	F = -12%	G = -10%

Cc1ccc(NC(=O)N/C=C/c2ccco2)cc1C
  A = 1%	B = 19%	C = -4%	D = -28%	E = -22%	F = 27%	G = -11%

O=C(CSc1nnc(SCc2ccc(Cl)cc2)s1)N1CCN(C(=O)c2ccco2)CC1
  A = 4%	B = 2%	C = -7%	D = 26%[10 µM]	E = 0%	F = -5%	G = 15%

Cc1ccc(C)o1
  A = ·	B = ·	C = 10%	D = -8%	E = ·	F = ·	G = 7%[21.7 µM]

CCSc1nc2ccccc2n1C(=O)/C=C/c1ccc(OC)c(OC)c1
  A = 8%	B = ?	C = -4%	D = ?	E = -1%	F = ?	G = -25%

O=C(O)c1cccc(N2C(=O)/C(=C/c3ccc(SCc4ccc(Cl)cc4)o3)SC2=S)c1
  A = -9%	B = 6%	C = 4%	D = 20µM*	E = ?	F = ?	G = ?

CCCOc1ccccc1C1CC(=O)Nc2cc3c(cc21)OCO3 (centres undefined)
  A = -2%	B = -6%	C = -15%	D = -45%[inhibitor][10 µM]	E = -1%	F = ?	G = -10%

C/C(=N\NC(=S)NCCc1ccccc1)c1ccc(C#N)cc1
  A = 2%	B = -2%[1.84 µM]	C = 7%	D = 3%	E = 3%	F = 12%	G = 4%

Cc1cc(C)cc(N(C(C)C(=O)NC2CCCC2)S(C)(=O)=O)c1 (centres undefined)
  A = 2%	B = -12%	C = 2%	D = 32%	E = -12%	F = 11%	G = 1%

Cc1ccc(NC(=O)Nc2cccs2)cc1
  A = ?	B = -26%	C = -7%	D = -52%[inhibitor]	E = -1%	F = 3%	G = -12%

Cc1ccccc1NC(=S)N1CCCC(c2nc3ccccc3[nH]2)C1 (centres undefined)
  A = 4%	B = 8%	C = -5%	D = -38%[inhibitor]	E = 3%	F = ·	G = 12%

CC(=O)c1ccc(OCc2ccccc2)c(C)c1O
  A = -1%	B = 1%	C = 4%[17.4 µM]	D = 0%[10 µM]	E = 4%	F = 3%	G = 2%[13.1 µM]

O=C(Nc1ccc(SC(F)F)cc1)c1ccc2nccnc2c1
  A = -6%	B = ?	C = -3%	D = -25%[10 µM]	E = -2%	F = ?	G = 6%

O=C(C1CCCN(S(=O)(=O)c2cnc[nH]2)C1)N1CCN(Cc2ccccc2)CC1 (centres undefined)
  A = 5%	B = -8%	C = 5%	D = -1%	E = -10%	F = -6%	G = 2%

Cc1nn(-c2ccccc2)c(C)c1/C=C1\C(=O)N(C)C(=S)N1C
  A = 3%	B = 16%	C = 0%	D = 10%[10 µM]	E = -11%	F = -12%[46 µM]	G = 4%

CCOC(=O)c1ccc(NC(=S)N(CCCN2CCCCCC2)Cc2ccco2)cc1
  A = -4%	B = 12%	C = -2%	D = 8%[10 µM]	E = -3%	F = 1%	G = 7%

COc1ccccc1OC1=NS(=O)(=O)c2ccccc21
  A = -28%	B = 1%	C = -15%	D = 4%[10 µM]	E = 0%	F = 3%	G = 3%

Cc1onc(-c2ccccc2Cl)c1C(=O)Nc1ccc(-n2nncc2C(C)(C)C)cc1
  A = 5%	B = 7%	C = 6%	D = -27%[0.074 µM]	E = -10%	F = 1%	G = 10%

COCC1CCN(Cc2cn[nH]c2-c2ccc(OC)cc2F)C1 (centres undefined)
  A = 6%	B = 9%[9.22 µM]	C = 1%	D = 5%[10 µM]	E = 12%	F = ·	G = 11%

Cc1cc(Cl)c(S(=O)(=O)NC2CCCC2)cc1OCC(=O)NC1CCCCC1
  A = -10%	B = -32%[9.22 µM]	C = -3%	D = -8%	E = -8%	F = ?	G = -3%

Cc1ccc(C)n1NC(=O)c1ccccc1
  A = 11%	B = -12%	C = -11%	D = 10%	E = 6%	F = 11%	G = -4%

N#Cc1ccc(-c2csc(NNC(=O)c3ccc(Br)cc3)n2)cc1
  A = ?	B = ?	C = -1%	D = -78%[inhibitor]	E = 4%	F = -23%	G = 5%

O=c1cc(-c2ccc(C3CCCCC3)cc2)[nH][nH]1
  A = 16µM*	B = 20%	C = 9%	D = ·	E = -3%	F = ?	G = -12%

Cc1ccc(Sc2c(CO)c(-c3ccccc3)nn2C)cc1
  A = 7%	B = -25%	C = -9%	D = -124%[inhibitor]	E = -10%	F = ·	G = ?

O=C(NNc1ccccc1)C(=O)NNS(=O)(=O)c1ccc(CCCl)cc1
  A = ?	B = -3%[9.22 µM]	C = -2%	D = 0%[10 µM]	E = 5%[15.4 µM]	F = ·	G = 2%

Cc1cc2ncn(C(=O)c3cc(-c4ccccc4)nc4ccccc34)c2cc1C
  A = 6%	B = 3%	C = 1%	D = 20%[10 µM]	E = -4%	F = -6%	G = ?

O=S1(=O)c2ccccc2N=NN1Cc1ccc(Cl)cc1
  A = -2%	B = 10%	C = 0%	D = -55%[inhibitor][10 µM]	E = 0%	F = -9%	G = -2%

COc1ccc(/C=N/n2c(=O)[nH]c3c([nH]c4ccc(F)cc43)c2=O)cc1CN1CCCCC1
  A = -10%	B = 9%[9.22 µM]	C = 20%	D = 1%[10 µM]	E = ?	F = ·	G = -8%

COc1ccc(/C=C2/S/C(=N/S(=O)(=O)Cc3ccccc3)NC2=O)cc1OC
  A = 6%	B = 19%[9.22 µM]	C = 1%	D = 4%[10 µM]	E = ·	F = ·	G = 13%

CC1(C)Cc2c(ccc3ccccc23)C2=C(C(=O)N3CCCC3)C(=O)C(=O)N21
  A = 8%	B = -14%	C = ·	D = 3%	E = -13%	F = ·	G = 7%

O=C(NC1CCCc2ccccc21)c1ccc(=O)[nH]c1 (centres undefined)
  A = 9%	B = 21%	C = 6%	D = 0%	E = 4%	F = 6%	G = -2%

COC(=O)N/N=C/c1cc(Cl)cc(Cl)c1OCc1ccccc1F
  A = 7%	B = 25%	C = -8%	D = -3%[10 µM]	E = 2%	F = ?	G = 0%

O=C(CN1CCN(c2ccccn2)CC1)N1c2ccccc2CCc2ccccc21
  A = 5%	B = -6%	C = -3%	D = 11%[1.9 µM]	E = ?	F = ?	G = -7%

CC(C)CC1(C(=O)NCCc2c[nH]c3ccccc23)C=CCN1C(=O)c1ccccc1 (centres undefined)
  A = 5%	B = 11%	C = 8%&-6%	D = -31%[inhibitor]	E = 3%	F = -3%	G = 1%[2.36 µM]

Cc1onc(-c2ccccc2Cl)c1C(=O)Nc1nc2ccc(S(C)(=O)=O)cc2s1
  A = -10%	B = 8%	C = -1%	D = -10%[10 µM]	E = 7%	F = -16%	G = 0%

C=CCNC(=O)Nc1ccc(OCC)cc1
  A = 1%	B = -13%	C = -26%	D = 23%[1.9 µM]	E = -10%	F = 4%	G = 6%

O=C(O)CC12CC3CC(C1)CC(n1ncc(NCc4ccccc4Cl)c(Cl)c1=O)(C3)C2
  A = 4%	B = -34%[9.22 µM]	C = 3%	D = -38%[10 µM]	E = ·	F = ·	G = -2%

CC(C)(C)NC(=O)C1N(c2cccnc2)C(=O)C2C(C(=O)Nc3ccccc3F)C3(C)C=CC21O3 (centres undefined)
  A = 12%	B = 1%	C = -6%	D = 18%	E = 0%	F = 7%	G = 6%

Cc1ccc(N(NC(=O)C(O)(c2ccccc2)c2ccccc2)C(=O)CCl)cc1
  A = -3%	B = 5µM*	C = -4%	D = -87%[inhibitor][10 µM]	E = 2%	F = 7%	G = 2%

Oc1ccc(CN2CCCc3ccccc32)c2cccnc12
  A = -19%	B = ?	C = 2%	D = 28%[10 µM]	E = 4%	F = ?	G = ?

O=[N+]([O-])c1cccc(NC(=S)N2CCOCC2)c1
  A = -4%	B = -18%	C = 4%	D = ?	E = 4%	F = 10%[46 µM]	G = 5%

CCOC(=O)C1(Cc2cccc(OC)c2)CCN(Cc2cccc3cnccc23)CC1
  A = -5%	B = ?	C = -10%	D = -52%[inhibitor]	E = -15%	F = ·	G = 3%

Cc1sc2ncnc(SCC(=O)N3CCCC3)c2c1C
  A = 0%	B = -14%	C = 3%	D = 2%	E = 5%	F = -6%	G = 10%

CCOC(=O)C1(Cc2ccc(Cl)cc2)CCN(C(=O)c2ccoc2)CC1
  A = -14%	B = -6%	C = -13%	D = -3%	E = -1%	F = ·	G = 4%

O=C(NNC(=O)C1CC=CCC1C(=O)O)c1ccc(Cl)cc1 (centres undefined)
  A = 10%	B = 3%	C = 6%	D = -26%	E = -6%	F = -2%[46 µM]	G = -14%

COc1cccc(NC(=S)NC(=O)c2c(Cl)c(C)nn2C)c1
  A = 0%	B = 4%	C = -1%	D = ·	E = -3%	F = 4%	G = 7%

COCCn1c(N2CCN(c3ccc(OC)cc3)CC2)nc2c1c(=O)n(C)c(=O)n2C
  A = -14%	B = -27%	C = -8%	D = -8%[0.074 µM]	E = -9%	F = 2%	G = 2%

CC(=O)NCCOC(=O)Nc1ccncc1
  A = 10%	B = -3%	C = 1%	D = -7%	E = -23%	F = -8%	G = 5%

Filtered by structure: the entries above containing an aryl thioether with sulfur outside any ring.
Letter code: A = GAA glycogen; B = HTT aggregate; C = aGlu spleen mod; D = HTT ATP protect; E = GAA inhib; F = Lamin A splicing; G = CBFb-RUNX1 inh
O=C(CSc1nnc(SCc2ccc(Cl)cc2)s1)N1CCN(C(=O)c2ccco2)CC1
  A = 4%	B = 2%	C = -7%	D = 26%[10 µM]	E = 0%	F = -5%	G = 15%

CCSc1nc2ccccc2n1C(=O)/C=C/c1ccc(OC)c(OC)c1
  A = 8%	B = ?	C = -4%	D = ?	E = -1%	F = ?	G = -25%

O=C(O)c1cccc(N2C(=O)/C(=C/c3ccc(SCc4ccc(Cl)cc4)o3)SC2=S)c1
  A = -9%	B = 6%	C = 4%	D = 20µM*	E = ?	F = ?	G = ?

O=C(Nc1ccc(SC(F)F)cc1)c1ccc2nccnc2c1
  A = -6%	B = ?	C = -3%	D = -25%[10 µM]	E = -2%	F = ?	G = 6%

Cc1ccc(Sc2c(CO)c(-c3ccccc3)nn2C)cc1
  A = 7%	B = -25%	C = -9%	D = -124%[inhibitor]	E = -10%	F = ·	G = ?

Cc1sc2ncnc(SCC(=O)N3CCCC3)c2c1C
  A = 0%	B = -14%	C = 3%	D = 2%	E = 5%	F = -6%	G = 10%
